Bioassay records from PubChem BioAssay.
N370S GC mod: qHTS Assay for Inhibitors and Activators of N370S glucocerebrosidase as a Potential Chaperone Treatment of Gaucher Disease. Lysosomal acid glucosylceramidase (Homo sapiens), P04062. N370S GC spleen homogenate, 4MU-glucoside fluorescence. Potency, µM (top dose mostly 59.4 µM), without a hit: top-dose activity change, negative = inhibition, usual class: inhibitors. 330,000 tested, 0.092% active;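 further: 0% = full enzyme activity and -100% = no enzyme basal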
FEN1 inhibitor: qHTS Assay for the Inhibitors of Human Flap endonuclease 1 (FEN1); Recombinant FEN1 flap cleavage, fluorescence, 15 min; P39748; 390,000 tested, 0.35% active; Potency, µM (titrated, usually from 114 µM), without a hit: at the top dose activity change, negative = inhibition, most hits filed as inhibitors; AID 588795, 2011; further: nearly all actives have a fitted effect of over 65% in size
Target sequence (P39748 whole entry, looked up): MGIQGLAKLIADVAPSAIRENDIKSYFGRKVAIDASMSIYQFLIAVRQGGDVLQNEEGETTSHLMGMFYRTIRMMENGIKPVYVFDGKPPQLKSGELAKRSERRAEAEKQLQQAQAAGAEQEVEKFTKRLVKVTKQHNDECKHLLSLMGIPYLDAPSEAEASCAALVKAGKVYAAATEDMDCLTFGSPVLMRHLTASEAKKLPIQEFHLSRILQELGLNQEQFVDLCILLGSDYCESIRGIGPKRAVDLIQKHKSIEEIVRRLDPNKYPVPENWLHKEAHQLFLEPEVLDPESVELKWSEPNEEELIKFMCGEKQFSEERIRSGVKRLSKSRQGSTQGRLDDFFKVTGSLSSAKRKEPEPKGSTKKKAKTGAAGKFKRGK
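In this screen, 50 nM flap DNA substrate was added to 10 nM FEN1 pretreated with compound for 15 min at room temperature; cleavage was followed with reads at 0 and 15 min, and Hill fitting gave concentration–response parameters.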
TDP1 inh: qHTS Assay for Inhibitors of Tyrosyl-DNA Phosphodiesterase (TDP1); Tyrosyl-DNA phosphodiesterase 1 (Homo sapiens), Q9NUW8; recombinant TDP1, AlphaScreen DNA substrate cleavage; Potency, µM (titrated, usually from 130 µM), inactives show top-dose activity change, negative = inhibition, hits mostly inhibitors; 350,000 tested, 0.28% active; further: nearly all actives have a fitted effect of over 40% in size
Target sequence (Q9NUW8 whole entry, looked up): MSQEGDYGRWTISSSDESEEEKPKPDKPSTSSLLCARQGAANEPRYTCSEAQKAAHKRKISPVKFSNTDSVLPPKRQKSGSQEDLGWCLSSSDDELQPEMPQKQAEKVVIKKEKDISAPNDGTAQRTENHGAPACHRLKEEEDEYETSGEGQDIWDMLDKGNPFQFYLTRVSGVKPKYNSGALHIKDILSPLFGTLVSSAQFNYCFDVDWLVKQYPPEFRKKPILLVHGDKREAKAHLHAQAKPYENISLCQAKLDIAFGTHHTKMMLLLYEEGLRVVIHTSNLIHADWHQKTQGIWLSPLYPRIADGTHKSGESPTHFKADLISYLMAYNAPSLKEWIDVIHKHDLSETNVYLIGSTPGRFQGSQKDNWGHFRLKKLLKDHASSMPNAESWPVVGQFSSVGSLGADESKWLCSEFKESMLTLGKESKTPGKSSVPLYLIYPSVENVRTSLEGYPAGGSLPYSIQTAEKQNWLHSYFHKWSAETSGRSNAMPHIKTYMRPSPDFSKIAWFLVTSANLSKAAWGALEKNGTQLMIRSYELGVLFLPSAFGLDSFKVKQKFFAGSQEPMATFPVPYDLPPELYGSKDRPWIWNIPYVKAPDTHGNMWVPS
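E. coli-derived human Tdp1, 1 nM final. Cpd preinc 15 min RT; substrate 15 nM final, 5 min RT; AS bead mix 10 ug/ml final, 10 min RT. Signal loss = tyrosine-FITC cleavage. No-enzyme wells = max signal.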
* = called active by the depositor; u = inconclusive; x = not tested or not shown; & = joins results of further samples; [ ] = another dose, or the depositor's remark. The call rests on the fitted dose curve; in most records, active means well fitted curve in the direction sought with a large enough effect; inconclusive means small, poorly fitted or top-dose-only effect, or another doubt; inactive means no such curve, though single readings can be large; an effect the other way counts as inactive or inconclusive. Unless noted, on the % scale 0 is the no-effect control and ±100 the full control effect; potency means the concentration at half of the fitted maximal effect.

Start of the data: the first 6 entries as a preview:
SMILES	N370S GC mod	FEN1 inhibitor	TDP1 inh
Cn1ccc2c(OCC(=O)NCc3ccc(F)cc3)cccc2c1=O	x	1%	3%
C[C@@H]1NC(=O)[C@H](CCC(N)=O)NC(=O)c2cc([N+](=O)[O-])cc(I)c2NCC[C@@H](C(N)=O)NC1=O	-27%	0%	8%
CC(C)CCNC(=O)C(c1ccco1)N(Cc1cccs1)C(=O)Cn1nnc2ccccc21 (stereo not drawn)	u	-2%	4%
O=C(O)CCSCC(=O)Nc1c(C(=O)C2CC2)oc2ccccc12	3%	9%	7%
COc1ccc(C(=O)CCC(=O)O)cc1	-3%	21%	2%
O=S(=O)(O)c1cccc(N=Nc2c(O)ccc3ccccc23)c1	-13%	u	7%

All compounds of this part, from the first entry:
SMILES	N370S GC mod	FEN1 inhibitor	TDP1 inh
Cn1ccc2c(OCC(=O)NCc3ccc(F)cc3)cccc2c1=O	x	1%	3%
C[C@@H]1NC(=O)[C@H](CCC(N)=O)NC(=O)c2cc([N+](=O)[O-])cc(I)c2NCC[C@@H](C(N)=O)NC1=O	-27%	0%	8%
CC(C)CCNC(=O)C(c1ccco1)N(Cc1cccs1)C(=O)Cn1nnc2ccccc21 (stereo not drawn)	u	-2%	4%
O=C(O)CCSCC(=O)Nc1c(C(=O)C2CC2)oc2ccccc12	3%	9%	7%
COc1ccc(C(=O)CCC(=O)O)cc1	-3%	21%	2%
O=S(=O)(O)c1cccc(N=Nc2c(O)ccc3ccccc23)c1	-13%	u	7%
CO[C@@H]1COC(=O)C/C=C\[C@H](C)[C@H](OC)COC(=O)[C@H](C)NC(=O)C/C=C\[C@H]1C	0%[12.8 µM]	x	6%[21 µM]
Cc1ccc(C(C(=O)NCc2ccc(F)cc2)N(C(=O)c2csnn2)C2CC2)o1 (stereo not drawn)	-3%	5%	0%
COc1cc(OC)c(NS(=O)(=O)c2cc(-c3cnc(C4CC4)o3)ccc2C)cc1Cl	x	5%	9%
CCN(C(=O)Cn1c(C(=O)OC)cc2sc(Cl)cc21)c1cccc(C)c1	x	3%	-3%
CNC(=O)CSc1nc2nc(C)cc(C)n2n1	3%	-2%	2%
O=S(=O)(c1cccc2nsnc12)N1CCc2ccccc2C1	-9%	-20%	6%
S=C(NCc1ccncc1)Nc1ccc(Cl)cc1Cl	-9%	-3%	0%
COCCCNC(=O)c1ccc(Cn2c(=O)c3ccccc3n(CC(=O)Nc3c(C)cccc3C)c2=O)cc1	x	2%	5%
O=C(NN1C(=O)C2C3CCC(O3)C2C1=O)c1ccc(Br)o1 (stereo not drawn)	4%	0%	1%
O=C(COC(=O)c1cc(Cl)ccc1O)NNC(=O)c1ccccc1F	x	-2%	1%
COc1ccc(/C=C2/N=C(SCC(=O)Nc3cc(C)on3)N(c3ccccc3)C2=O)cc1	-1%	9%	-2%
Cc1cc([N+](=O)[O-])nn1CC(=O)N(C)C1CCCCC1	-5%	-14%	5%[0.0935 µM]
CN1CCN(/C=N/c2c(C#N)cnn2C)CC1	15%	-1%	-2%
Cc1nc(CSc2ccc(Cl)cc2)cc(NCc2ccccc2)n1	-3%	0%	-2%
CC(=Nc1ccc(O)cc1)c1sc2ccccc2c1O	-7%	4%	3%
N#CC(c1ccccc1)(c1ncc(C(F)(F)F)cc1Cl)N1CCOCC1 (stereo not drawn)	1%	4%	-4%
COc1cc2c(cc1NC(=S)Nc1cccc3ccccc13)oc1ccccc12	-7%	1%	9%
CC(C)CCNC(=O)c1ccc2c(SCC(=O)O)c3c(nc2c1)CCCC3	6%	12%	3%
COc1ccccc1C(=O)OCC(=O)c1cccc([N+](=O)[O-])c1	3%	-1%	2%

Whole records, quoted from the list. Screens in order: N370S GC mod, FEN1 inhibitor, TDP1 inh
`Cc1nc(CSc2ccc(Cl)cc2)cc(NCc2ccccc2)n1` is listed as -3%, 0%, -2%
`COc1cc2c(cc1NC(=S)Nc1cccc3ccccc13)oc1ccccc12` is listed as -7%, 1%, 9%
`O=S(=O)(O)c1cccc(N=Nc2c(O)ccc3ccccc23)c1` is listed as -13%, u, 7%
`COc1ccccc1C(=O)OCC(=O)c1cccc([N+](=O)[O-])c1` is listed as 3%, -1%, 2%

The list continues:
SMILES	N370S GC mod	FEN1 inhibitor	TDP1 inh
CC(NC(=O)c1ccccc1)c1nc2ccccc2n1Cc1ccc(C#N)cc1 (stereo not drawn)	-2%	-6%	2%
COc1ccc(O)c(C(=O)c2cnn(C(=O)c3cccc(N(C)C)c3)c2)c1	x	6%	1%
CC(C)Cn1c(N)c(C(=O)CSc2nnnn2C)c(=O)n(C)c1=O	6%	-4%	6%
Cc1cc2cc(CCNS(=O)(=O)c3ccc(F)cc3)c(=O)[nH]c2cc1C	20%	-15%	9%
O=C(NCC(c1ccco1)N1CCN(c2ccccc2)CC1)c1ccc2c(c1)OCO2 (stereo not drawn)	13%	-13%	-1%
COCCNC(=O)C(=O)NCC(c1cccnc1)N1CCN(c2ccccc2F)CC1 (stereo not drawn)	x	5%	0%
CC(CCc1ccccc1)NC(=O)C(=O)NCCO (stereo not drawn)	3%	-6%	-4%
N[C@@H](Cc1ccc(O)c(I)c1)C(=O)O	7%&1%	x	3%
O=C(CSc1nc(=O)n(CCCN2CCOCC2)c2c1CCCC2)Nc1cccc([N+](=O)[O-])c1	-8%	-5%	3%
O=C(Nc1ccc(C(=O)O)cc1)/C(=C\C=C\c1ccccc1)NC(=O)c1ccccc1Cl	4%	3%	5%
O=C1CCN(Cc2ccc(O)cc2)CCN1[C@H](CO)c1ccccc1	-29%	-9%&-1%	x
CN(c1ccccc1)S(=O)(=O)c1cccc(NC(=O)C2CCCO2)c1 (stereo not drawn)	x	-1%	1%
CCOC(=O)c1c(CN2CCN(c3ccccc3)CC2)oc2cc(Br)c(O)cc12	-16%	-5%	x
CCc1c(C)nc(N)n2c(SCC(=O)Nc3ccccc3OC)nnc12	-5%	-4%	4%
O=C(NCc1ccccn1)Nc1cccc(Cl)c1Cl	-10%	-6%	1%
CCCCNc1nnc(Cc2ccc(Cl)cc2)c(=O)[nH]1	-9%	-4%	x
COc1ccc(CCNc2c(C)c(C)nc3ncnn23)cc1	-3%	-3%	1%
COc1ccc(C(=O)N2CC3(CC(c4cccc([N+](=O)[O-])c4)=NO3)C[C@H]2C(=O)NCC(N)=O)cc1 (stereo partly drawn)	18%	-17%	-2%
Cc1c(/C=N/NC(=O)c2ccccc2O)c2ccccn2c1C(=O)c1ccc(F)cc1	7%	-14%	-2%
Cc1ccc(NC(=O)C2=NNC(=O)CC2)cc1S(=O)(=O)Nc1ccc(SC(F)F)cc1	x	2%	0%[56.1 µM]
CSCCC(NC(=O)c1ccc(Cl)cc1)C(=O)OCC(C)=O (stereo not drawn)	-3%	-2%	1%
COc1ccc(OCCn2cc(C(=O)c3ccco3)c3ccccc32)cc1	x	3%	5%
Cc1cccc(-n2cnc3cc(C(=O)NCc4ccccc4Cl)ccc32)c1	x	-18%	13%
COc1ccc(COC(=O)CCS(=O)(=O)c2ccc(C)cc2)cc1	-1%	-8%	x
O=C(Nc1nc2ccccc2[nH]1)c1ccc(S(=O)(=O)N2CCOCC2)cc1	2%	-6%	-1%
(further entries)
SMILES	N370S GC mod	FEN1 inhibitor	TDP1 inh
c1ccc(Nc2nc(N3CCOCC3)nc(N3CCOCC3)n2)cc1	16%	-7%	5%
COc1cc(C)nc(Oc2ccc(=O)n(C)n2)n1	5%	4%	0%
COc1ccc(NC(=S)N(Cc2ccc(N(C)C)cc2)Cc2ccco2)cc1	10%	-15%	5%
O=C(Nc1ccc(N2CCN(C(=O)c3ccccc3)CC2)cc1)c1ccc2c(c1)OCO2	5%	-3%	2%
CC(=O)NS(=O)(=O)c1ccc(NC(=O)/C=C/c2ccc(C)o2)cc1	-21%	-6%	x
COc1ccc(NC(=O)CN2CCc3ccccc3C2)cc1OC	-7%	7%	6%
O=C(COc1cccc(Cl)c1)Nc1ccc2c(c1)CCC2	14%	u	3%
O=C(Cc1ccccc1F)Nc1ccc2c(c1)CCC2	15%	1%	1%
COc1ccc(-c2onc(C)c2C)cc1S(=O)(=O)NC1CCCCC1	x	-8%	5%
Cc1nc(NC(=O)C(C)Oc2cccc(Cl)c2)sc1C(=O)N(C)C (stereo not drawn)	0%	-1%	3%
Cc1cc(C)c(C)c(OCCCOc2cccc3cccnc23)c1	16%	-3%	-3%
COc1cc(CN2CCC(N3CCC(C(=O)N4CCCC4)CC3)CC2)cc2c1OCO2	-17%	15%	5%
COc1ccccc1NC(=O)c1ccc2oc(=O)c(S(=O)(=O)c3ccccc3)cc2c1	x	19%	1%
CCCNC(=O)c1cc(S(=O)(=O)N2CCCCC2)c[nH]1	1%	-11%	x
CC(C)OCCCn1c(-c2ccc(Br)cc2)c[nH]c1=S	1%	-4%	0%
CCc1ccc(NC(=O)CSc2nc3c([nH]c4ccccc43)c(=O)n2-c2cccc(OC)c2)cc1	x	1%	5%
O=[N+]([O-])c1ccccc1-c1cc(-c2ccccc2O)n[nH]1	1%	-9%	-11%
COc1cc(OC)cc(C(=O)N[C@H](C(=O)OCC(=O)NC(=O)NC(C)(C)C)C(C)C)c1	-2%	2%	-8%
O=C(NNc1c(Cl)cccc1Cl)c1ccno1	0%	-4%	x
COc1ccc(CCN(C)C(=O)C2CCN(C(=O)Nc3ccccc3)CC2)cc1OC	-7%	7%	x
CCc1ccc(NC(=O)C(=O)NCCc2sc3nc(-c4ccc(OC)cc4)nn3c2C)cc1	x	-3%	8%
O=C(CN1CCNCC1)NCCSc1ccc(Cl)cc1	-2%	10%	-3%
Cc1cc(C)c2sc(N(CCN(C)C)C(=O)c3cc(Cl)sc3Cl)nc2c1	-3%	-7%	8%
Cc1ccc(S(=O)(=O)N2CCOCC2)cc1C(=O)OC1CCOC1=O (stereo not drawn)	0%	4%	-17%
COCCCNC(=O)c1c(-c2ccccc2)c(-c2ccccc2)nn(C)c1=O	x	18%	-2%
Continued.
SMILES	N370S GC mod	FEN1 inhibitor	TDP1 inh
CC(=O)Nc1ccc(NC(=O)c2cccc(S(=O)(=O)N(C)C3CCCCC3)c2)cc1	x	-2%	1%
O=C(c1cccc([N+](=O)[O-])c1)N1CCN(CCc2ccncc2)CC1	x	18%	-1%
CCNC(=O)COC(=O)/C=C/c1cccs1	-3%	15%	-1%
CC(C)CC1C(C#N)=C(N)Oc2n[nH]c(-c3ccccc3)c21 (stereo not drawn)	-14%	-2%	7%
CCNc1nc(Cl)nc(NNC(=O)C(C)Oc2ccccc2)n1 (stereo not drawn)	1%	-6%	8%
NC1=NC(c2cn[nH]c2-c2ccc(F)cc2)n2c(nc3ccccc32)N1 (stereo not drawn)	-19%	x	5%
Cc1ccc(OCc2nc(-c3ccc(C(=O)N4CCN(c5ccc(Cl)cc5)CC4)cc3)oc2C)cc1	x	-5%	4%
N#Cc1cc(S(=O)(=O)c2ccc(Cl)cc2)c(N)[nH]c1=O	5%	18%	-6%
COc1cccc(NC(=O)COC(=O)CCSc2ccccc2)c1	x	-3%	-5%
COc1ccc(-c2cc(C(=O)Nc3ccc(Cl)cc3Cl)c3ccccc3n2)cc1OC	9%	-3%	-1%
CCc1ccc(Nc2nn3c(=O)c4cc5c(cc4nc3s2)OCO5)cc1	x	12%	-3%
O=c1[nH]nc(Cc2ccc3ccccc3n2)c2ccccc12	-17%	-10%	5%
Cc1ccc(C2C3=C(CC(C)(C)CC3=O)NC3=C2C(=O)c2ccccc23)cc1 (stereo not drawn)	2%	4%	0%
Cc1cc(Cl)ccc1NC(=S)NCc1ccco1	5%	-4%	3%
CCN(CC(=O)Nc1c(F)cccc1F)C(=O)CCc1nc2ccccc2c(=O)[nH]1	-1%	-13%	3%
CN(C)/C=C/c1onc(-c2c(F)cccc2Cl)c1C#N	20%	-4%	2%
O=C(CCC(=O)NNC(=O)COc1ccc(Br)cc1)NCc1ccccc1	-21%	16%	-5%
O=c1c2c3c(sc2n2cnnc2n1-c1ccccc1)N(Cc1ccccc1)CCC3	3%	-10%	4%
CCN(CC)c1cc2nc(C)n(Cc3ccccc3)c(=O)c2cc1NC(=O)C1CC1	28%	3%	2%[56.1 µM]
CSCC[C@H](NC(=O)N1CCn2c1nc1ccccc12)C(=O)NCc1ccco1	1%	17%	-5%
O=C(CSc1ccc(Cl)cc1)NNC(=O)c1ccncc1	1%	10%	7%
CCc1nc(SCC(=O)N2CCCC2)c2c(=O)n(C)c(=O)n(C)c2n1	-1%	3%	5%
Fc1ccc(Nc2nnns2)cc1	-13%	-5%	3%
N#Cc1ccc(CN2CCN(C(=O)CNS(=O)(=O)c3ccc4c(c3)OCCCO4)CC2)cc1	x	20%	1%
O=C1CSC(=S)N1/N=C/c1cc(Br)c(O)c(Br)c1	-7%	22µM*	-11%
